# Screening results (PubChem BioAssay)
# TEAD-YAP inh – TEAD-YAP interaction inhibition, primary screen, TEAD-YAP interaction inhibitor project, luminescence, HEK-TIYL cells; inhibition, % at 9.12 µM; TEAD-Gal4/YAP UAS-luciferase luminescence; hit rate 1.4% among 640,000; in the data active means inhibition above about 32%;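 further: 0% = median of test compound wells and 100% = reference inhibitor wells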
# FBW7 act – FBW7 E3 ligase activators, primary screen, biochemical, AlphaScreen, human. normalized activity (activation), % at 26.1 µM. AID 1259310, 2017. AlphaScreen FBW7–phospho-cyclin E peptide binding, activator screen. F-box/WD repeat-containing protein 7 (Homo sapiens), Q969H0. hit rate 0.13% among 650,000; in the data active means normalized activity above about 1.9%;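 further: purified mutant Fbw7 with reduced substrate affinity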
# Target sequence (Q969H0 whole entry, looked up): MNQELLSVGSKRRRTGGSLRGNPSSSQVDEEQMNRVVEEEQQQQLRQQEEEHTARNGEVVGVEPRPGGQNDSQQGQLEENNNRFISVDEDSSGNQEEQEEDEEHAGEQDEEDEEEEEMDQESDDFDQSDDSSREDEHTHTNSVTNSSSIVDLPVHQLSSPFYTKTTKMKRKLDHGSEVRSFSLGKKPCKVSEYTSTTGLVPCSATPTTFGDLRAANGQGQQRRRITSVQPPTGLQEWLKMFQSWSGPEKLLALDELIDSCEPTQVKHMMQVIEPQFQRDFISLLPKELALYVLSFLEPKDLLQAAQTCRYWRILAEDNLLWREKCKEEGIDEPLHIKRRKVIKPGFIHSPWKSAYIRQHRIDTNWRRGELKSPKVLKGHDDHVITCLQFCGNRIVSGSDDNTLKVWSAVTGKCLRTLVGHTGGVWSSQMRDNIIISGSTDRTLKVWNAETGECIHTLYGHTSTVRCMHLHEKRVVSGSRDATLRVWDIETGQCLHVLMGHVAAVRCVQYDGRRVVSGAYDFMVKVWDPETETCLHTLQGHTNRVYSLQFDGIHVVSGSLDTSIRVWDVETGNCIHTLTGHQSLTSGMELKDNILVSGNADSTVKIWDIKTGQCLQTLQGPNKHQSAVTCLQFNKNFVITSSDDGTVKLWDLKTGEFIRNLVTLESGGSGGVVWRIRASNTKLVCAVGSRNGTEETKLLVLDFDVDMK
# MITF inh – MITF inhibitors, primary screen, biochemical, AlphaScreen, human; inhibition, % at 2.6 µM; AID 1259374, 2018; hit rate 0.91% among 650,000; Microphthalmia-associated transcription factor (Homo sapiens), O75030; AlphaScreen MITF homodimerization, bead proximity signal; in the data active means inhibition above about 50%;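 further: 0% = vehicle wells with protein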
# GPR151 ag – activators of human GPR151, primary screen, cell-based, PathHunter beta-arrestin, luminescence; PathHunter beta-arrestin GPR151 cells; G-protein coupled receptor 151 (Homo sapiens), Q8TDV0; activation, % at 11.2 µM; hit rate 1% among 650,000; in the data active means activation above about 4.9%;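 further: 0% = median of compound wells and 100% = cells with positive control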
# Starred values were filed as active, the others as inactive.
No.	mol	TEAD-YAP inh	FBW7 act
1	Cc1ccc(S(=O)(=O)NC(C)C(=O)Nc2ccc(I)cc2)cc1 (stereo not given)	7	0.8
2	COc1ccc(C(=O)N(c2ccc(F)cc2)C2C=CS(=O)(=O)C2)cc1OC (stereo not given)	-5	-0.1
3	CCNC(=O)CN(c1ccccc1CC)S(=O)(=O)c1ccccc1	9	0.7
4	CCN(CC)S(=O)(=O)c1ccc2c(c1)c(=O)c(C(=O)N1CCCCC1)cn2C	-13	-0.1
5	Cc1c(-c2ccccc2)oc2c(C(=O)OCC(=O)NC(=O)NC3CCCC3)cccc2c1=O	6	-0.1
6	COCCn1c(SCC(=O)N2CCCCC2C)nnc1-c1ccccc1 (stereo not given)	-5	0.0
7	O=C(COc1ccc2c(=O)c(Oc3ccccc3Br)coc2c1)OC1CCCCC1	8	0.3
8	COC(=O)c1ccccc1-n1c(C)cc(/C=C2\NC(=O)NC2=O)c1C	0	0.3

No.	MITF inh	GPR151 ag
1	10	-1.5
2	12	0.3
3	5	0.7
4	4	0.7
5	5	1.8
6	5	-0.1
7	19	-0.4
8	16	-1.6

# The last 4 compounds of the part above are carried over, then new ones follow:
No.	mol	TEAD-YAP inh	FBW7 act
5	Cc1c(-c2ccccc2)oc2c(C(=O)OCC(=O)NC(=O)NC3CCCC3)cccc2c1=O	6	-0.1
6	COCCn1c(SCC(=O)N2CCCCC2C)nnc1-c1ccccc1 (stereo not given)	-5	0.0
7	O=C(COc1ccc2c(=O)c(Oc3ccccc3Br)coc2c1)OC1CCCCC1	8	0.3
8	COC(=O)c1ccccc1-n1c(C)cc(/C=C2\NC(=O)NC2=O)c1C	0	0.3
9	C=C(C)CN(CC)C(=O)C1CC(=O)c2sc(NC(=O)CC)nc2C1 (stereo not given)	-5	0.0
10	CCOC(=O)c1c(C)cc(C)[nH]c1=O	-5	0.1
11	COC(=O)c1cn(NC(=O)Cc2ccccc2Br)c(=O)c2ccccc12	0	0.0
12	Cc1ccc(N2C(=O)C(CC(=O)Nc3cccc(F)c3)N(CC(C)C)C2=O)cc1 (stereo not given)	-7	0.6
13	COc1ccccc1CC(=O)N1CC[C@@H]2[C@H](CCCN2C(=O)c2csc(C)n2)C1	-12	-0.1
14	O=C(NNc1nc2cc3c(cc2s1)OCO3)c1nc2ccccc2s1	6	0.2
15	O=c1[nH][nH]c(=O)n1/N=C/C=C\c1ccccc1	10	0.0
16	Cc1ccccc1NCC(=O)N/N=C\c1cccc([N+](=O)[O-])c1	4	0.0

No.	MITF inh	GPR151 ag
5	5	1.8
6	5	-0.1
7	19	-0.4
8	16	-1.6
9	-3	-0.4
10	3	0.1
11	0	1.5
12	-15	-0.9
13	-3	0.2
14	12	-1.0
15	-9	-0.9
16	-7	0.3

# Next compounds follow.
No.	mol	TEAD-YAP inh	FBW7 act
17	CCOC(=O)C1C(=O)NC(N2CCOCC2)=NC1c1ccco1 (stereo not given)	2	0.3
18	O=C(Nc1cccc(-c2nc3ncccc3o2)c1)c1cccc(OCc2ccccc2)c1	-4	0.2
19	N#CC1=C(N)SC(N)=C(C#N)C1c1cc(Cl)ccc1[N+](=O)[O-]	3	-0.2
20	Cc1cc(NC(=O)CN2CCC(C(N)=O)CC2)nc2c1c(=O)oc1ccccc12	7	-0.1
21	CC1(C)N=C(C(=O)c2ccccc2)[N+]([O-])=C1c1ccccc1	2	0.1
22	C=CCN(CC=C)C(=S)Nc1cc(S(=O)(=O)N(C)C)ccc1C	3	0.0
23	Cc1ccc(NC(=O)/C(=C/c2ccc(N(C)C)cc2)NC(=O)c2ccccc2F)cc1	13	0.1
24	Cc1ccccc1NC(=O)CCNS(=O)(=O)c1ccc2c(c1)CC(C)N2C(=O)C1CC1 (stereo not given)	10	0.5

No.	MITF inh	GPR151 ag
17	24	1.1
18	-15	-1.5
19	12	-1.3
20	-7	-0.3
21	1	-0.2
22	0	0.4
23	8	1.4
24	9	-0.3

# Other structures follow.
No.	mol	TEAD-YAP inh	FBW7 act
25	O=C(c1ccc2nccnc2c1)N1CCOCC1	-2	0.0
26	CC(=O)NCC(=O)NC(C(=O)Nc1ccc(C(C)C)cc1)c1ccccc1 (stereo not given)	-6	0.1
27	COc1ccc(-n2nc3cc(C)c(NC(=O)c4ccc(Cl)c([N+](=O)[O-])c4)cc3n2)cc1	-3	0.1
28	CCOC(=O)C1=C(C)N=c2s/c(=C\c3cccc(OCc4ccc(Cl)cc4)c3)c(=O)n2C1c1cccc(OC)c1 (stereo not given)	-13	0.0
29	COc1ccc(S(=O)(=O)n2nc(-c3cc(OC)c(OC)c(OC)c3)cc2N)cc1OC	-12	-0.3
30	CC1(C)CC(=O)C=C(NCCN2CCN(C(=O)Nc3ccccc3)CC2)C1	3	-0.3
31	COc1ccc(-c2cc(C(F)(F)F)n3nc(C(=O)N4CCCCC4)c(Cl)c3n2)cc1OC	-1	0.0
32	O=C(C1CCCO1)N(c1cccc(Cl)c1)C1C=CS(=O)(=O)C1 (stereo not given)	10	-0.1

No.	MITF inh	GPR151 ag
25	0	0.0
26	12	0.1
27	-3	0.3
28	0	-1.8
29	11	1.0
30	-1	0.1
31	3	0.3
32	5	0.0

# The list continues:
No.	mol	TEAD-YAP inh	FBW7 act
33	C[C@@H]1CN(c2nncc(-c3ccc4ccccc4c3)n2)C[C@H](C)O1	-7	-0.2
34	C[C@@H](OCc1ccccc1)[C@@H]1NC(=O)[C@H]2CN(C(=O)c3cc(Cl)cc(Cl)c3)CCN2C1=O	9	0.0
35	Cc1ccc(C)c(CSCC2Nc3ccc(C(=O)N4CCC5(CC4)OCCO5)cc3NC2=O)c1 (stereo not given)	6	0.0
36	COc1ccccc1C(=O)NNC(=O)C(=O)NC(C)C	1	0.1
37	COC(=O)c1ccccc1NC(=O)C(C)Oc1ccccc1F (stereo not given)	14	0.1
38	CCN(CC)/C(=C\C(=O)c1ccc([N+](=O)[O-])cc1)C(C)(C)OC	7	-0.8
39	O=C(CCC(=O)N1CCC2(CC1)OCc1cc(-c3ccoc3)ccc1O2)c1ccc(F)cc1	-8	-0.1
40	O=C1NN(c2ccc(Cl)cc2)C(=O)/C1=C/c1ccc2c(c1)OCO2	3	-0.2

No.	MITF inh	GPR151 ag
33	-12	-2.0
34	9	0.1
35	6	2.5
36	-4	0.2
37	2	1.3
38	22	0.4
39	0	-0.1
40	15	-0.6

# Later entries:
No.	mol	TEAD-YAP inh	FBW7 act
41	O=C(c1ccc2c(=O)n(CCc3ccccc3)c(=S)[nH]c2c1)N1CCCC1	-2	0.0
42	CCCOC(=O)CSC1=C(C#N)C(c2ccc(Cl)cc2)CC(=O)N1 (stereo not given)	4	-0.1
43	CCn1c(SCC(=O)Nc2ccc(OC)cc2)nnc1-c1cccnc1	2	-0.1
44	Cc1cccc(C)c1NC(=O)Cn1nnc(S(=O)(=O)c2ccccc2)c1N	3	0.1
45	O=C(Cn1ncn2c(cc3ccccc32)c1=O)Nc1cccc(F)c1	-13	-0.4
46	O=C(NCCCN1CCCC1=O)c1ccc2nc(Oc3ccccc3)sc2c1	-2	-0.1
47	COc1ccc(-c2ccc(C(=O)NCc3ccco3)c(N(C)C)n2)cc1	-5	0.2
48	COc1ccc(/C=N\NC(=O)c2ccccc2I)cc1	-13	0.3

No.	MITF inh	GPR151 ag
41	7	-0.2
42	17	-1.2
43	-13	0.6
44	11	0.0
45	-15	0.3
46	-3	2.3
47	-11	-1.4
48	3	-0.1

# Next section.
No.	mol	TEAD-YAP inh	FBW7 act
49	CCOC(=O)C1=C(C)N=c2s/c(=C\c3ccc(N(C)C)cc3)c(=O)n2C1c1ccc(Cl)cc1 (stereo not given)	-9	0.0
50	O=C(COc1ccc(Br)cc1)NCc1ccco1	-12	0.2
51	CCOc1ccc(N2C(=O)c3cccnc3C2Nc2cc(OC)ccc2OC)cc1 (stereo not given)	3	0.1
52	Cc1cccc(C)c1NC(=O)C(C)N1C(=O)c2ccccc2S1(=O)=O (stereo not given)	-6	0.0
53	O=C(c1nc2ccccn2c1CN1CCSCC1)N1CCOCC1	7	0.0
54	Cn1c(O)c(/C=C2\C=Nc3ccccc32)c(=O)[nH]c1=O	2	-0.8
55	COc1ccc(C2CC(=O)C(C=Nc3ccc([N+](=O)[O-])cc3)=C(O)C2)cc1 (stereo not given)	0	0.0
56	Cc1cc(N2CCN(c3ccc(Cl)cc3)CC2)n2c(nc3ccccc32)c1C#N	5	0.0

No.	MITF inh	GPR151 ag
49	-4	-0.8
50	8	0.5
51	10	0.2
52	-5	0.0
53	8	-0.3
54	3	-1.0
55	-6	-1.0
56	5	0.7

# A few values from the results shown:
# cpd 51 @ FBW7 act: 0.1
# cpd 54 @ MITF inh: 3
# cpd 55 @ GPR151 ag: -1.0
# cpd 52 @ MITF inh: -5

# Full records as entered above:
# O=C(COc1ccc(Br)cc1)NCc1ccco1 across the screens: TEAD-YAP inh: -12; FBW7 act: 0.2; MITF inh: 8; GPR151 ag: 0.5
# Cc1cccc(C)c1NC(=O)C(C)N1C(=O)c2ccccc2S1(=O)=O (stereo not given) across the screens: TEAD-YAP inh: -6; FBW7 act: 0.0; MITF inh: -5; GPR151 ag: 0.0

# New compounds follow:
No.	mol	TEAD-YAP inh	FBW7 act
57	CC(=O)N(C)c1ccc(NC(=O)c2ccccc2I)cc1	5	0.0
58	O=C(NC(=S)Nc1ccc(-c2nc3ncccc3o2)cc1)c1cc2ccccc2o1	10	-0.1
59	CC(=O)Nc1ccc(Nc2nc(NC3CCN(Cc4ccccc4)CC3)nc3c2ncn3-c2ccsc2)cc1	6	-0.2
60	Cc1cc(CNC(=O)c2cc(COc3c(F)cccc3F)on2)nn1C	3	0.0
61	CCOC(=O)n1c(=O)oc2cc(S(=O)(=O)N3CCCCC3)ccc21	-2	-0.1
62	COCCNC(=O)/C(C#N)=C/c1cc(C)n(C)c1C	-24	0.0
63	O=C(NCCNc1ccccc1[N+](=O)[O-])c1ccc(Br)cc1	-61	-0.5
64	N=C1c2ccccc2CN1CC(=O)c1ccc2c(c1)OCCO2	77*	-0.1

No.	MITF inh	GPR151 ag
57	14	3.6
58	-2	0.8
59	-9	1.8
60	7	-1.1
61	-6	-1.6
62	-10	1.7
63	-4	1.3
64	2	-7.3

# The results go on:
No.	mol	TEAD-YAP inh	FBW7 act
65	O=C(NN1C(=O)C2C3C=CC(C3)C2C1=O)c1ccc2ccccc2n1 (stereo not given)	-6	0.1
66	CCCNC(=O)c1ccccc1NC(=O)CN(c1cccc(F)c1)S(C)(=O)=O	7	0.1
67	CSc1ccc(C2C(C#N)=C(N)N(c3ccc(Cl)cc3)C3=C2C(=O)CC(C)(C)C3)cc1 (stereo not given)	-6	-0.4
68	CC(C)N(CCNc1ccnc(-c2ccc(C(=O)N3CCN(C)CC3)cc2)n1)C(C)C	4	0.0
69	COc1ccccc1NC(=S)NC1CC1	7	0.1
70	CC1=C(C#N)C(c2cccc(F)c2)C2=C(CCCC2=O)N1 (stereo not given)	7	0.0
71	COC(=O)c1sc(NC(=O)CSc2ncnc3sc(C)c(C)c23)c(C(=O)OC)c1C	3	0.3
72	Cc1ccn(C(=O)COc2ccc(Br)cc2)n1	-5	0.1

No.	MITF inh	GPR151 ag
65	13	0.6
66	6	0.2
67	2	2.5
68	14	0.4
69	-2	2.0
70	-4	0.2
71	-109	-0.3
72	-1	0.5

# Compounds above that contain an aryl thioether with sulfur outside any ring, in the order listed:
No.	mol	TEAD-YAP inh	FBW7 act
6	COCCn1c(SCC(=O)N2CCCCC2C)nnc1-c1ccccc1 (stereo not given)	-5	0.0
43	CCn1c(SCC(=O)Nc2ccc(OC)cc2)nnc1-c1cccnc1	2	-0.1
67	CSc1ccc(C2C(C#N)=C(N)N(c3ccc(Cl)cc3)C3=C2C(=O)CC(C)(C)C3)cc1 (stereo not given)	-6	-0.4
71	COC(=O)c1sc(NC(=O)CSc2ncnc3sc(C)c(C)c23)c(C(=O)OC)c1C	3	0.3

No.	MITF inh	GPR151 ag
6	5	-0.1
43	-13	0.6
67	2	2.5
71	-109	-0.3

# (further entries)
No.	mol	TEAD-YAP inh	FBW7 act
73	N#C/C(=C\c1cn(Cc2ccccc2Cl)c2ccccc12)c1nn(CCO)c(N)c1C#N	-3	-0.1
74	CCOP(=O)(OCC)C(NC(=O)Nc1ccc(C)c(Cl)c1)c1ccccc1 (stereo not given)	-7	0.0
75	CC(=O)c1ccc(NC(=O)CSc2nnc(-c3c[nH]c4ccccc34)o2)cc1	-49	0.0
76	CC(=O)N1CC=C2C(C#N)=C(N)C(C#N)(C#N)C(c3cccs3)C2C1 (stereo not given)	-3	0.0
77	CN(C)c1nc(OCCOC(=O)COc2ccc(Cl)cc2Cl)nc(N(C)C)n1	-3	0.2
78	COc1ccc(C(C)C)cc1S(=O)(=O)N(C)C1CCCCC1	12	1.0
79	O=C(NC1CCCC1)c1cc(Sc2ccc(F)cc2)nc2ccccc12	0	0.1
80	CCn1ccc(C(=O)Nc2nc(-c3ccccn3)cs2)n1	-23	-1.3

No.	MITF inh	GPR151 ag
73	-10	0.0
74	2	-0.8
75	4	2.6
76	-5	-1.0
77	14	0.3
78	1	-1.1
79	11	0.3
80	83*	3.0
